IMP-1 inhibitor – blocks Pseudomonas aeruginosa IMP-1 metallo-beta-lactamase | inhibition, % at 5.6 µM | 0.45% of 290,000 active | AID 1556 | purified IMP-1, nitrocefin hydrolysis, epi-absorbance fluorescence;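 active = inhibition above the mean plus 3 SD of all compounds in the same screening run, cut at about 4.5% in these data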;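 note: 0% = IMP-1 with DMSO and 100% = DMSO wells lacking enzyme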
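assay system = purified recombinant IMP-1 metallo-beta-lactamase enzyme | schedule = 15 min preincubation plus 25 min reaction at 25 °C | signal = Epi-absorbance fluorescence, 480 nm excitation, 530 nm emission | read-out basis = percent inhibition from optical density relative to buffer-blank wells | controls = IMP-1 with DMSO as 0%, enzyme-free DMSO as 100%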
VIM-2 inhibitor – blocks Pseudomonas aeruginosa VIM-2 metallo-beta-lactamase; purified VIM-2, nitrocefin hydrolysis, epi-absorbance fluorescence; inhibition, % at 5.6 µM; 0.89% of 290,000 active;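 active = inhibition above the mean of all tested compounds plus 3 SD, cutoff set per screening run, cut at about 7.5% in these data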;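 note: red hydrolysis product quenches plate fluorescence so inhibitors raise well fluorescence; 0% = enzyme with DMSO and 100% = DMSO without enzyme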
UBC9 SUMO inh – SUMOylation inhibition | HTRF SUMOylation assay, SAE1/SAE2 + UBC9, in vitro | inhibition, % at 35 µM | 0.36% of 290,000 active | P63279 | AID 2006; in the data active = inhibition above about 50%, passing the limit was not always enough; note: strong numbers were not always called active
pCIP destab – compounds decreasing mouse p/CIP protein stability. F442A p/CIP-EGFP cells, EGFP fluorescence, 16 h. decrease of EGFP signal, % at 10 µM. AID 1984. Q05BA5. 0.01% of 290,000 active;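 active = EGFP signal decrease of at least 30% at 10 µM or well 3 SD below plate mean, unless failing retest; inactive = the rest, including hits failing retest or dose response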; note: some compounds called inactive have numbers as strong as hits; many of its hits are not listed in these tables
Target sequence (Q05BA5 1-1403): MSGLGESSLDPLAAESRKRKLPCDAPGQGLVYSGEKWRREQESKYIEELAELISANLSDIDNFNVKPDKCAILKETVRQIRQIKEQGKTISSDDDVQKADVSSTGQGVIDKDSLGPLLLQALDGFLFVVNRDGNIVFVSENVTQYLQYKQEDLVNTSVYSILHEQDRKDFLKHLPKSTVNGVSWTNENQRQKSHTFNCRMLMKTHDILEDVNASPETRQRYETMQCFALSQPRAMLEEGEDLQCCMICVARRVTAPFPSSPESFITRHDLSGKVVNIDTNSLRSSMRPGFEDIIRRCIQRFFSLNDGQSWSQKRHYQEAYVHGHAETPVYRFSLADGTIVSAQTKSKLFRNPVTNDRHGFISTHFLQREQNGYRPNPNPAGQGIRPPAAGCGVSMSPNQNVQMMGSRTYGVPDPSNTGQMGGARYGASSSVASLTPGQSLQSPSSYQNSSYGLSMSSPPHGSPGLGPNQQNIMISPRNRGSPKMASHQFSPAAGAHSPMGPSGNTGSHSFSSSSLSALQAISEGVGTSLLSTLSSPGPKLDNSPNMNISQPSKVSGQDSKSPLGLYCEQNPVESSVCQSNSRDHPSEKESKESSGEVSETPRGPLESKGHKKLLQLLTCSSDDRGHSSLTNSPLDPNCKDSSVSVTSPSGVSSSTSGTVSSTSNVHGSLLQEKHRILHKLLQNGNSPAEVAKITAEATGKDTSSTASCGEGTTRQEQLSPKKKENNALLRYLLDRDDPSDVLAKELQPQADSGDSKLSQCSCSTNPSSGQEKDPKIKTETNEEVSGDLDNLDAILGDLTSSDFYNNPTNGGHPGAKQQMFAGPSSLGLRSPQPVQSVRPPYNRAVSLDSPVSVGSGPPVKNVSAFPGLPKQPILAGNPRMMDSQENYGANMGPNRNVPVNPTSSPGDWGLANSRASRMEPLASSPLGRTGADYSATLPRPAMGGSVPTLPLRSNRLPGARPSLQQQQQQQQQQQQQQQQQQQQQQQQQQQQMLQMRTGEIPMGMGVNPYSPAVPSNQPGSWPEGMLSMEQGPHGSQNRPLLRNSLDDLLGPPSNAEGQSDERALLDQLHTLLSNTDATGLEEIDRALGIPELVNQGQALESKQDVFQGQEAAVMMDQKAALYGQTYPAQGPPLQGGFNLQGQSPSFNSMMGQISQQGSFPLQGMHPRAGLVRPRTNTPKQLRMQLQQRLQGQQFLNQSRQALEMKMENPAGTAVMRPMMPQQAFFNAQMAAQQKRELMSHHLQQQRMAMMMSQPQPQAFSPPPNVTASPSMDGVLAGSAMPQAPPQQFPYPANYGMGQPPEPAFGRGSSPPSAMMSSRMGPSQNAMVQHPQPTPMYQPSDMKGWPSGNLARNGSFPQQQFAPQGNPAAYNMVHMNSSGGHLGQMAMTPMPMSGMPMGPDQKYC
NS3 helicase inh – HCV NS3 helicase inhibition; NS3 helicase DNA unwinding, Cy5 molecular beacon fluorescence; inhibition, % at 10.9 µM; 0.56% of 290,000 active;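 active = inhibition above the mean of all tested compounds plus 3 SD, set per campaign, cut at about 35% in these data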;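 note: 0% = DMSO wells and 100% = thioflavine S control wells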
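Compound dosing – single dose, 10.9 µM nominal final, DMSO 0.8% final · System – NS3 helicase fragment of HCV · Buffer or medium – MOPS pH 6.5, MgCl2, DTT, Tween20, BSA · Signal – Cy5 beacon fluorescence read at start and 1 h · Also added – annealed dual-labelled DNA beacon duplex, ATP-started · Schedule – 1 h at 25 °C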
CRFR2-BP antag – antagonists of CRF-binding protein/CRF-R2 receptor complex | HEK293 CRF-R2/CRF-BP, CRF-induced calcium fluorescence | inhibition, % at 11.8 µM | 0.59% of 350,000 active | AID 588475;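 active = inhibition of the ligand-induced calcium signal above about 50% at the single tested concentration, limit read from the data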
GalR3 antagonist – blocks the human galanin receptor 3; inhibition, % at 3 µM; 0.44% of 360,000 active; AID 651719; HEK293 GalR3-CNG cAMP membrane potential fluorescence; galR3 body fused to GalR1 C-terminus;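 active = inhibition above the screen-wide average plus 3 SD, cut at about 13% in these data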;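 note: forskolin and galanin both at EC90 stimulate the cells; cAMP rise reported by CNG channel membrane potential dye signal; 0% = forskolin plus galanin with DMSO and 100% = forskolin alone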
IDE cell activ – activators of human insulin-degrading enzyme in cells; P14735; HEK cells, FAbeta-B cleavage, fluorescence polarization; 0% vehicle, 100% cell-free pure enzyme wells; activation, % at 5.96 µM; 0.073% of 340,000 active; AID 493087;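 active = activation above the mean of all tested compounds plus 3 SD, set per screening campaign, cut at about 17% in these data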
IDE inh – inhibits human insulin-degrading enzyme in HEK cells | P14735 | FAbetaB cleavage, fluorescence polarization | inhibition, % at 5.59 µM | 0.41% of 320,000 active;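 active = percent inhibition above the average of all tested compounds plus 3 SD, set per screening campaign, cut at about 16% in these data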;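 note: IDE supplied by intact live HEK cells; FP after avidin binding of uncleaved biotin substrate so inhibition keeps polarization high; 0% = DMSO wells and 100% = 60 µM reference IDE inhibitor Ii1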
The depositor's hits bear a star; nt = not tested or not shown.

IMP-1 inhibitor	VIM-2 inhibitor	UBC9 SUMO inh	pCIP destab	NS3 helicase inh	CRFR2-BP antag	GalR3 antagonist	IDE cell activ	IDE inh	smiles
nt	nt	nt	nt	nt	-3	-5	2	-3	O=C(NCCCN1CCOCC1)c1cccc(S(=O)(=O)N2CCOCC2)c1
-1.2	-2.7	0	-7	-1	2	-4	2	8	CCC(=O)Nc1ccc(-c2nnc(SCC(=O)Nc3nccs3)n2C)cc1
-1.4	-1.2	7	0	1	0	-9	5	0	CC(=O)c1cccc(NC(=O)CCn2c(=O)oc3ccccc32)c1
0.1	0.9	-12	-20	2	-12	-6	4	5	COc1cc(NC(=O)Nc2ccccc2)c(OC)cc1NC(=O)CN1CCCCC1
1.4	-0.4	2	1	-11	9	-3	3	2	C=C1CCN(c2ccc(C(=O)NCc3ccc(C)cc3)cc2[N+](=O)[O-])CC1
-1.9	-1.4	29	-5	-7	-1	-6	1	-2	O=C1NCC(CN(c2ccccc2)c2ccccc2)O1 (stereo not drawn)
-0.3	-1.5	9	-7	-2	-19	-4	8	-1	Cc1ccc(-c2nnc(N3CCN(C(=O)Cn4c(=O)n(C)c5ccccc54)CC3)c3ccccc23)cc1
-4.3	-5.5	-11	-8	0	-5	-5	2	4	CC(C)c1ccc2nc(N)sc2c1
-1.9	-3.3	3	2	7	nt	-10	nt	7	Cc1sc(CO)c(Sc2ccccc2)c1C(=O)O
-4.6	-4.3	3	7	0	-4	-12	2	9	COc1ccc(CNC(=O)CN2CCN(c3ccccc3)CC2)cc1

The closing two records of the section above come first, to join the parts.
IMP-1 inhibitor	VIM-2 inhibitor	UBC9 SUMO inh	pCIP destab	NS3 helicase inh	CRFR2-BP antag	GalR3 antagonist	IDE cell activ	IDE inh	smiles
-1.9	-3.3	3	2	7	nt	-10	nt	7	Cc1sc(CO)c(Sc2ccccc2)c1C(=O)O
-4.6	-4.3	3	7	0	-4	-12	2	9	COc1ccc(CNC(=O)CN2CCN(c3ccccc3)CC2)cc1
-1.4	-2.5	3	-6	4	33	-1	4	0	CC(=O)N1CCCc2cc(S(=O)(=O)N3CCN(c4ccccn4)CC3)ccc21
-4.8	-7.7	18	2	0	32	-2	2	9	Cc1ccc(-c2ccc(S(=O)(=O)N3CC(C)OC(C)C3)cc2)cc1 (stereo not drawn)
nt	nt	nt	nt	nt	-4	-5	3	2	CCN(CC)S(=O)(=O)c1cc(NC(=O)C2CC(=O)N(Cc3ccccc3)C2)ccc1Cl (stereo not drawn)
-0.7	1.9	31	-1	-3	18	-2	4	-1	CCN=C1SC(C(=O)Nc2cccc(C(=O)O)c2)CC(=O)N1CC (stereo not drawn)
nt	nt	nt	nt	nt	5	-2	7	-2	Cc1cc(N2CCCC2)ccc1NC(=O)CN1C(=O)NC2(CCCCC2)C1=O
-2.7	-2.9	-4	8	-11	-6	1	2	10	COc1ccccc1NS(=O)(=O)NC(=O)c1cn(C)c2ccccc12
0.3	0.9	-6	-11	-4	5	-5	-2	0	Cc1ccc(Oc2c(C=O)c3ccccc3n2C)cc1
-0.9	-1.3	18	-12	20	-63	-3	0	-8	Cc1ccc(S(=O)(=O)N[C@H](C(=O)OCC(=O)N2N=C(c3ccc(Cl)cc3)CC2c2ccco2)C(C)C)cc1 (stereo partly drawn)
-3.0	-2.7	-2	-5	-8	2	-5	3	-1	O=S1(=O)N=C(Nc2ccc(O)cc2)c2ccccc21
nt	nt	nt	nt	nt	12	-2	0	-2	CNc1ccc([N+](=O)[O-])cc1

Six records picked at random from those above, as already listed:
IMP-1 inhibitor	VIM-2 inhibitor	UBC9 SUMO inh	pCIP destab	NS3 helicase inh	CRFR2-BP antag	GalR3 antagonist	IDE cell activ	IDE inh	smiles
nt	nt	nt	nt	nt	-4	-5	3	2	CCN(CC)S(=O)(=O)c1cc(NC(=O)C2CC(=O)N(Cc3ccccc3)C2)ccc1Cl (stereo not drawn)
1.4	-0.4	2	1	-11	9	-3	3	2	C=C1CCN(c2ccc(C(=O)NCc3ccc(C)cc3)cc2[N+](=O)[O-])CC1
-2.7	-2.9	-4	8	-11	-6	1	2	10	COc1ccccc1NS(=O)(=O)NC(=O)c1cn(C)c2ccccc12
-0.3	-1.5	9	-7	-2	-19	-4	8	-1	Cc1ccc(-c2nnc(N3CCN(C(=O)Cn4c(=O)n(C)c5ccccc54)CC3)c3ccccc23)cc1
-0.9	-1.3	18	-12	20	-63	-3	0	-8	Cc1ccc(S(=O)(=O)N[C@H](C(=O)OCC(=O)N2N=C(c3ccc(Cl)cc3)CC2c2ccco2)C(C)C)cc1 (stereo partly drawn)
-1.4	-1.2	7	0	1	0	-9	5	0	CC(=O)c1cccc(NC(=O)CCn2c(=O)oc3ccccc32)c1

Next records
IMP-1 inhibitor	VIM-2 inhibitor	UBC9 SUMO inh	pCIP destab	NS3 helicase inh	CRFR2-BP antag	GalR3 antagonist	IDE cell activ	IDE inh	smiles
-0.1	0.8	-6	2	-4	4	-5	4	0	Cc1ccc(NC(=O)C2CCCN2C(=O)OC(C)(C)C)cc1C (stereo not drawn)
0.7	-0.2	9	-13	-6	-3	-1	-2	2	COC(=O)c1cn(CCOc2ccccc2OC)c2ccccc12
-4.3	-3.2	-2	2	-5	11	-6	2	1	N#Cc1cc(-c2ccccc2)nc(Oc2ccc(Cl)cc2)n1
-0.9	-3.2	30	-3	-7	4	2	1	2	O=C(Nc1ccc2c(c1)CCC2)c1cccc(S(=O)(=O)N2CCN(c3ccc(F)cc3)CC2)c1
-4.5	-1.4	6	14	18	-8	-2	-5	6	C=CCS(=O)(=O)N1CCCC(N(C)CCc2ccc(OC)c(OC)c2)C1 (stereo not drawn)
-0.8	-0.7	10	-8	-10	-3	-6	3	-2	Cc1ccc(OCC(=O)O/N=C(\N)c2ccncc2)cc1C
-2.7	0.7	-6	-3	-4	4	-3	-3	5	COc1ccc(N2C(=O)CC(n3cnc4ccccc43)C2=O)cc1 (stereo not drawn)
-4.1	-4.1	0	5	0	-3	1	4	-1	CC(=O)c1cccc(S(=O)(=O)Nc2ccc(N3CCOCC3)cc2)c1
-1.2	-2.4	-2	-16	-4	-13	-11	3	5	O=C(COC(=O)c1ccc(NC(=O)C2CC=CCC2C(=O)O)cc1)c1ccccc1 (stereo not drawn)
-1.5	-3.4	6	-4	9	-1	1	-1	3	CCCNC(=O)Cc1ncn[nH]1

Some entries already given, limited to NS3 helicase inh and IDE inh:
mol,NS3 helicase inh,IDE inh
COC(=O)c1cn(CCOc2ccccc2OC)c2ccccc12,-6,2
N#Cc1cc(-c2ccccc2)nc(Oc2ccc(Cl)cc2)n1,-5,1

(list continues)
IMP-1 inhibitor	VIM-2 inhibitor	UBC9 SUMO inh	pCIP destab	NS3 helicase inh	CRFR2-BP antag	GalR3 antagonist	IDE cell activ	IDE inh	smiles
-0.5	0.1	3	12	-3	-1	0	3	-2	Cc1cc(C)c(C#N)c(N2CCC(C(N)=O)CC2)n1
-1.5	-1.0	6	-8	-9	1	-3	1	0	COc1ccc(N/N=C(/Oc2ccc([N+](=O)[O-])cc2)C(C)=O)cc1
-3.9	-2.3	1	-9	-5	6	-7	4	nt	Cc1cc(Cl)ccc1NS(=O)(=O)c1c(C)[nH]c(=O)[nH]c1=O
-3.2	-1.8	-1	2	-8	26	-6	2	4	CCOc1ccc(S(=O)(=O)N(C)CC(=O)NCc2ccccn2)cc1Cl
nt	nt	18	0	nt	-3	-1	6	-4	CC(O)[C@H]1CN=C(N)N1CCc1cc(C(F)(F)F)cc(C(F)(F)F)c1 (stereo partly drawn)
-1.3	0.7	24	4	4	3	-6	4	0	Cc1ccc(Nc2ccccc2)nn1
nt	nt	nt	nt	nt	-3	-4	1	5	CSCCC(NS(=O)(=O)c1ccc2c(c1)OCCO2)C(=O)N(C)Cc1ccccc1F (stereo not drawn)
-0.8	0.2	12	0	6	-7	-6	3	4	COc1cc(C=C2C(=O)c3ccccc3C2=O)cc(OC)c1
-1.8	-0.9	3	4	2	12	-3	6	0	CN(C)c1nnnn1-c1ccc(Cl)cc1
-0.1	-1.1	15	4	-8	6	-5	3	-1	Cc1n[nH]c(C)c1N=Nc1ccc(Br)cc1

By substructure, those above with two or more sulfur atoms
IMP-1 inhibitor	VIM-2 inhibitor	UBC9 SUMO inh	pCIP destab	NS3 helicase inh	CRFR2-BP antag	GalR3 antagonist	IDE cell activ	IDE inh	smiles
-1.2	-2.7	0	-7	-1	2	-4	2	8	CCC(=O)Nc1ccc(-c2nnc(SCC(=O)Nc3nccs3)n2C)cc1
-1.9	-3.3	3	2	7	nt	-10	nt	7	Cc1sc(CO)c(Sc2ccccc2)c1C(=O)O
nt	nt	nt	nt	nt	-3	-4	1	5	CSCCC(NS(=O)(=O)c1ccc2c(c1)OCCO2)C(=O)N(C)Cc1ccccc1F (stereo not drawn)

(listing goes on)
IMP-1 inhibitor	VIM-2 inhibitor	UBC9 SUMO inh	pCIP destab	NS3 helicase inh	CRFR2-BP antag	GalR3 antagonist	IDE cell activ	IDE inh	smiles
-0.7	-0.6	4	-8	-6	20	9	-4	4	CCOc1ccc(C(C)=O)cc1CSc1nnc(-c2ccncc2)n1CCOC
-3.9	-4.7	4	-6	10	2	-2	-1	3	COc1ccc(-n2nc3c(c2NC(=O)Cc2cccc(C)c2)CS(=O)C3)cc1 (stereo not drawn)
-3.4	-4.3	0	-1	6	7	-3	0	1	Cc1ccccc1NC(=S)Nc1ccc(Br)cc1
nt	nt	nt	nt	nt	26	-3	-3	2	CC1CCCC(NC(=O)COC(=O)CCC(=O)c2cccs2)C1C (stereo not drawn)
-2.9	-1.6	0	-2	-2	-3	-7	3	4	CC(=O)C1=C(NC(=O)c2ccccc2F)C[C@@H]2[C@H]1C2(C)C
-3.3	-1.4	-23	-11	-24	-9	-12	6	-5	O=S(=O)(c1cccc(C(F)(F)F)c1)N1CCC(CO)(CCCc2ccccc2)CC1
-1.6	1.6	-5	-2	-3	-2	-5	5	-10	COc1ccc(-c2cc(C)no2)cc1S(=O)(=O)N1CCCCC1
-2.6	-1.6	-9	-3	-1	3	-10	8	5	C=C(C)CNC(=O)c1ccc2nc(Cc3ccc(OC)cc3)oc2c1
-1.9	-1.3	-19	-10	10	18	-2	1	3	CC(=O)c1cccc(NC(=O)CSc2nc(N3CCCCC3)nc(N3CCCCC3)n2)c1
-2.8	0.0	13	-1	-10	15	-5	4	0	CCC(C)NC(=O)CCS(=O)(=O)c1ccc2c(c1)n(C)c(=O)c(=O)n2C (stereo not drawn)
-2.5	-1.7	-2	3	0	-35	-3	7	5	O=C(CSc1ncccn1)Nc1ccc(S(=O)(=O)N2CCCCC2)cc1
-2.7	-5.2	14	-20	-8	-17	-10	4	-2	O=C1CCCCCN1CP(=O)(O)CCc1ccccc1

Bioassay records: PubChem, several laboratories
